# Assay outcomes: PubChem, Broad Institute
# PGC1a acetyl inh = modulators of PGC1a acetylation | U2OS PGC1a acetylation, AlphaScreen anti-acetyl-lysine; with virally co-expressed GCN5 acetyltransferase | inhibition, % at 15.6 µM | 0.17% of 350,000 active;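 active = every replicate shows inhibition of at least 40%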;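 note: 0% = neutral control wells and 100% = positive control wells; some results beyond the cut were filed as inactive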
# Cneo AK release = Cryptococcus neoformans lysis via adenylate kinase release | lysis activity, % at 15 µM | C. neoformans lysis, adenylate kinase release luminescence, 4 h; normalised: neutral wells 0, clomiphene wells 100 | AID 651654 | 0.2% of 360,000 active;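 active = mean lysis activity across replicates of at least 80%, whatever share of replicates individually reach that level; inactive = mean lysis activity below 80%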
#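 Material: C. neoformans cells | Amount: Yeast cell density of 5 × 10^6 cells/mL | Medium: Fresh YPD growth medium | Dosing: Single dose | Times: Static 4 h at 37 °C with compound, 1 h detection | Detection: AK luminescence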
# PglD inh = PglD (C. jejuni) enzyme inhibition | purified PglD enzyme, DTNB colorimetric CoA detection | inhibition, % at 12.5 µM | 0.098% of 360,000 active | AID 602405; in the data active = inhibition above about 16%, passing the limit was not always enough; note: strong numbers were not always called active
# RAD54 inh = RAD54 (human) branch migration inhibition | inhibition, % at 10.4 µM | Q92698 | RAD54 Holliday junction branch migration, FAM/BHQ fluorescence | 0.14% of 360,000 active;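 active = mean normalized replicate activity at least 40 and at least half of replicates scoring 40 or more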;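 note: 0% = median of neutral control wells and 100% = median of positive control wells; inhibitors cause a drop in the FAM fluorescence signal; in these data hits start at about 50%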
# E-selectin induc = E-selectin induction on HUVECs; P16581; HUVEC E-selectin immunofluorescence imaging; normalized: neutral wells 0, TNF-alpha wells 100; activation, % at 7.58 µM; 0.37% of 260,000 active; AID 686992;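 active = mean E-selectin-positive cell signal at least 10% of the positive control, reached in at least 60% of replicates, without over 20% cell loss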;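 note: in these data hits start at about 27%; measured in HUVEC primary endothelial cells; signal is the percent of cells scored E-selectin positive by PE staining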
# Target sequence (P16581 whole entry, looked up): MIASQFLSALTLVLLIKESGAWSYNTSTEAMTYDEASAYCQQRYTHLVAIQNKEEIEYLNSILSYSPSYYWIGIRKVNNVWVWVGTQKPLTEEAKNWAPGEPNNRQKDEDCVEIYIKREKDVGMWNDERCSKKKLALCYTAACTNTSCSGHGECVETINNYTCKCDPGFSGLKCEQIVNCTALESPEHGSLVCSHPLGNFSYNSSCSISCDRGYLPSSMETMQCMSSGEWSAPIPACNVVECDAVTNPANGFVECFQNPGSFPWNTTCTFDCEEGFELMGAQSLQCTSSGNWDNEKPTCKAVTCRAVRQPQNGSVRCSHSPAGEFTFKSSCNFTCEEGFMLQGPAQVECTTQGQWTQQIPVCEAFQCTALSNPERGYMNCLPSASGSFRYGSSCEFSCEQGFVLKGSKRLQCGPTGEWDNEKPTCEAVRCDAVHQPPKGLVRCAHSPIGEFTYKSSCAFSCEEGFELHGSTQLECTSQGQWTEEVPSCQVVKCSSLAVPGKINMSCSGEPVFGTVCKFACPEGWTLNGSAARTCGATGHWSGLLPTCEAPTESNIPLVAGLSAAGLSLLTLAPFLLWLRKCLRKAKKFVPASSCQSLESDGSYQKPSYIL
#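 material = human umbilical vein endothelial cells (HUVEC), E-selectin induction | quantity = 3,000 cells/well | medium = EGM-2 growth medium on 0.1% gelatin-coated wells | technique = immunofluorescence imaging | read-out basis = % PE-positive cells | control set = TNF-alpha positive control, DMSO neutral control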
# RAD52 inh = blocks human RAD52 DNA annealing. P43351. recombinant RAD52 DNA annealing, FRET fluorescence. inhibition, % at 18.7 µM. 0.46% of 360,000 active;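 active = every replicate showing at least 50% inhibition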
# Target sequence (P43351 whole entry, looked up): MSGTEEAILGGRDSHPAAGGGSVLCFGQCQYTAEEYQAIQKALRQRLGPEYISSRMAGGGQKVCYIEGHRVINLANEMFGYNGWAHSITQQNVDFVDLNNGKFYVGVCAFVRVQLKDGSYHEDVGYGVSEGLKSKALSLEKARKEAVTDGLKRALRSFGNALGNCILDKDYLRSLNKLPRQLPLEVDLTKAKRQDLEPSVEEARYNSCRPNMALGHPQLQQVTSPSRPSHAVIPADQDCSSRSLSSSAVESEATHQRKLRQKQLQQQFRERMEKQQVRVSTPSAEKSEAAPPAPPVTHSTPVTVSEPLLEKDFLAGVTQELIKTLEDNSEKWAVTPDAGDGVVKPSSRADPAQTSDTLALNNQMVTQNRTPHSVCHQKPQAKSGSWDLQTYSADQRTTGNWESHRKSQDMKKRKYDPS
# ERAP1 HTS inh = blocks human ERAP1 aminopeptidase activity | 0.15% of 340,000 active | inhibition, % at 10.7 µM | AID 652197 | recombinant ERAP1, Leu-AMC fluorescence, 60 min;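 active = mean replicate inhibition of at least 30%, or all replicates individually reaching that 30% level; inactive = mean below 30% and not every replicate reaching it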;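 note: 0% = neutral control wells and 100% = L-leucinethiol positive control wells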
# miR-122 sensor = miR-122 inhibition in Huh7 cells; Huh7 miR-122 Renilla luciferase sensor, 48 h; neutral wells = 0, positive control = 100; activation (reporter increase), % at 12.5 µM; 0.3% of 340,000 active; AID 602342;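 active = mean replicate activation score at least 90 and every replicate individually at or above 90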;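 note: higher luciferase means less miR-122 activity so hits act as miR-122 inhibitors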
# Starred values were filed as active, the others as inactive; · = not tested or not shown; [ ] = remark or other dose. Random draw from the library, and some 1.4% of all compounds hit somewhere here.
SMILES,PGC1a acetyl inh,Cneo AK release,PglD inh,RAD54 inh,E-selectin induc,RAD52 inh,ERAP1 HTS inh,miR-122 sensor
COc1cc(OC)c(OC)cc1CN1CCN(C(=O)CC(C)C)CC1,7,-3,-2,6,0.0,0,-5,-3
COc1ccccc1NC(=O)c1nn(C)cc1Br,-7,10,9,-5,·,·,·,12
CSc1ccc(/C=C(\C#N)C(=O)Nc2cccc(C)c2)cc1,·,-2,-8,2,0.1,-14,6,13
CC(=O)c1cc2c(cc1NC(=O)CCc1ccccc1)OCO2,-2,1,1,-7,·,·,·,1
CC1(C)CC(=O)C(C=NCCc2ccc(S(N)(=O)=O)cc2)=C(O)C1,15,0,2,-3,·,·,·,3
CC1S/C(=C(\C#N)C(N)=O)N(c2ccc(F)cc2)C1=O (configuration not stated),15,3,-2,-13,·,·,·,18
O=C1C(=Cc2ccco2)CCC1=Cc1ccco1,13,-1,-2,12,1.0,-64,4,-6
CC(C)(C)OC(=O)NCc1ccc(CNC(=O)c2[nH]cnc2C(=O)Nc2ccccc2F)cc1,·,1,2,-10,-0.1,-3,3,-2
CCCC#Cc1ccc2c(c1)O[C@H](CN(C)CC1CCOCC1)[C@H](C)CN([C@H](C)CO)S2(=O)=O,-3,3,-3,-3,-0.1,6,0,17[16.7 µM]
Cc1ccc(SC(=O)COc2ccc(C)c(C)c2)cc1,29,0,-3,-2,·,·,·,-6
O=C(NCc1ccc2c(c1)OCO2)C(=O)NCC1OCCN1S(=O)(=O)c1ccc(F)cc1 (configuration not stated),-1,1,6,29,0.0,-21,2,·
CCCCCOc1ccc(C(=O)Nc2ccc(S(=O)(=O)Nc3cc(C)on3)cc2)cc1,2,-1,-4,-7,·,-6,-2,-1
C/C(=N\NC(=O)c1ccc(CN2CCOCC2)cc1)c1ccc([N+](=O)[O-])cc1,5,0,-19,-7,-0.1,-1,-1,-2
COc1cccc(C(=O)Nc2ccc3c(c2)OC[C@@H](C)NC[C@H](C)[C@H](OC)CN(C)C3=O)c1,-4,·,·,·,0.2,2,1,·
CCCNC(=O)c1ccc(N2CCC3(CC2)CC(c2ccccc2)=NO3)c(NC(=O)c2cccc(OC)c2)c1,-11,2,2,-1,·,-8,2,-6
Cn1c(=O)[nH]c(=O)c2c1nc(CN1CCN(c3cccc(Cl)c3)CC1)n2CCN1CCOCC1,16,0,-2,3,·,·,·,3
O=C(Cc1ccccc1)Nc1nnc(-c2ccccc2)o1,-10,1,-8,1,2.2,-21,·,0
CC(=O)Nc1ccc(S(=O)(=O)N(C)c2ccc(OCC(=O)OCC(=O)N3CCCCC3)cc2)cc1,23,·,·,·,0.5,-14,-1,-5
COC(=O)C1CCN(C(=O)C2CCN(C(=O)[C@@H](NS(=O)(=O)c3ccc(C)cc3)C(C)C)CC2)CC1,-14,-1,0,-15,·,-17,·,-1
CNC[C@@H]1OCCCC[C@H](C)Oc2ccc(NC(=O)c3ccncc3)cc2C(=O)N([C@H](C)CO)C[C@@H]1C,1,0,0,-2,0.2,-11,-2,8[16.7 µM]
CCC(=O)N1[C@@H]2c3ccc(-c4ccc(F)cc4)c(=O)n3C[C@@H]2[C@@H](CO)[C@@H]1C(=O)NC1CCC1,·,-1,-3,-14,0.1,0,1,1[16.7 µM]
CC(=O)c1ccc(N(C(=O)c2ccco2)C(C(=O)NC2CCCC2)c2ccc(N3CCOCC3)cc2)cc1 (configuration not stated),-6,0,-9,-7,·,-17,-2,-4
CCCCC(=O)N(C)c1c(CC)nc2c(OCC3CCCCC3)cccn12,·,4,-6,-1,0.0,-16,-1,-6
COc1ccc(NC(=O)N(C)C[C@H]2Oc3ccc(NC(=O)Cc4cn(C)c5ccccc45)cc3C(=O)N([C@H](C)CO)C[C@H]2C)cc1,-7,41,2,-5,-5.5,-17,0,2[16.7 µM]
Cc1cccnc1Sc1c([N+](=O)[O-])ncn1C,·,-4,6,-3,·,·,·,-4
COCCNC(=O)C[C@H]1CC[C@H](NS(=O)(=O)c2ccc(C)cc2)[C@@H](CO)O1,3,3,1,-5,-0.3,4,-3,·
COc1ccc(N2C(=O)[C@@H]3[C@H](C2=O)[C@H]2c4ccccc4C=CN2[C@@H]3C(=O)Nc2ccccc2)cc1,5,0,-3,-4,·,·,·,2
Cc1c(C)c2cc(Cl)c(OCC(=O)N3CCN(c4ccc(F)cc4)CC3)cc2oc1=O,9,2,3,2,·,-2,-2,-2
CCOc1ccc(C(=O)NC(=S)Nc2ccc(NC(=O)CC)cc2)cc1[N+](=O)[O-],-6,5,-3,-8,·,·,·,2
CC(C)(C)NC(=O)C(c1ccc(F)cc1)N(CC1CCCO1)C(=O)CCC(=O)Nc1ccccn1 (configuration not stated),·,-3,5,12,0.0,-3,-1,·
CCOc1ccc(CN(C)C(=O)c2cccnc2OCC)cc1OC,-13,·,·,·,0.5,-8,7,-6
CC1CC(C)CN(CC(C)(C)NS(=O)(=O)c2ccccc2)C1 (configuration not stated),22,0,-3,4,·,·,·,3
COc1ccccc1Nc1nc(-c2c(C)nc3ncccn23)cs1,-5,38,-1,18,-2.7,0,2,-19
Cc1ccc2c(c1)N(C(=O)CCC(=O)NC1CCN(Cc3ccccc3)CC1)CC(C)O2 (configuration not stated),-2,-1,7,-4,-0.6,-4,3,1
Cn1c(=O)c2c(ncn2CC(=O)N/N=C/C=C/c2ccco2)n(C)c1=O,-4,·,·,·,4.1,-47,5,·
C[C@@H]1CN([C@H](C)CO)S(=O)(=O)c2ccc(-c3ccncc3)cc2O[C@H]1CN(C)C(=O)Nc1ccc(F)cc1,-12,1,-2,-1,-0.2,6,0,45[16.7 µM]
CO[C@H]1CN(C)C(=O)c2ccc(NC(=O)C3CC3)cc2OC[C@H](C)N(CCc2ccccc2)C[C@H]1C,5,44,-1,6,0.2,7,-1,-8[16.7 µM]
O=C1C2CCCN2C(c2ccccc2)N1c1cccc(Cl)c1 (configuration not stated),·,-1,-1,3,-0.1,-21,1,6
O=[N+]([O-])c1ccc(CC(Cl)c2ccccn2)cc1 (configuration not stated),6,2,-1,-3,-0.3,-7,-1,·
COC(=O)c1ccc(COc2ccc3ccc(=O)oc3c2)o1,-7,0,1,6,0.5,-6,-6,-4
COc1ccc(Cl)cc1C(=O)O/N=C(\N)c1ccc(Cl)cc1,2,13,-2,-2,·,·,·,2
CCC(=O)N[C@@H]1C=C[C@H](CC(=O)NCCN2CCCCC2)O[C@H]1CO,4,10,-1,0,-0.4,-18,0,·
COc1ccc(OCC(=O)Nc2ccc(N3CCN(C(=O)c4ccccc4C)CC3)cc2)cc1,·,-1,7,6,-2.3,-11,1,-10
CCOC(=O)c1ccc(NC(=S)NC2CC(C)(C)NC(C)(C)C2)cc1,-9,0,-5,0,·,·,·,2
CCc1c(C)nc(SCC(=O)N2CCN(c3ccccc3OC)CC2)[nH]c1=O,7,·,·,·,-0.7,-18,-1,7
CCc1cccc(C)c1N(C(=O)Cn1c(=O)[nH]c2ccccc21)C(C)COC (configuration not stated),3,0,-2,4,·,·,·,-3
O=C(CN1CCN(CCOCCO)CC1)N1c2ccccc2Sc2ccc(Cl)cc21,-11,1,5,-6,·,·,·,3
O=C(C[C@@H]1CC[C@H](NC(=O)c2cccc(F)c2)[C@H](CO)O1)Nc1nccs1,2,18,0,4,2.4,-7,-1,·
O=C(Cc1ccccc1)NCC(=O)Nc1cc(Cl)ccc1Cl,2,1,-2,0,24,-17,-3,2
O=S(=O)(N[C@H]1CC[C@@H](CCn2cc(-c3cccnc3)nn2)O[C@H]1CO)c1ccc(F)cc1,0,0,0,2,1.4,-1,0,·
Cc1[nH]c(C)c(S(=O)(=O)Nc2cccc(Cl)c2C)c1C(=O)N1CCCC1,0,1,3,-5,·,-3,3,51
O=C(CN1CCN(c2ccc(Cl)cc2)CC1)Nc1ccc(F)cc1,-22,-1,-2,-1,·,·,·,8
CCCN1CCc2c(sc(NC(=O)CCS(=O)(=O)c3ccccc3)c2C(=O)OC)C1,·,4,-5,-5,-0.1,-2,-1,·
C[C@@H]1CN([C@H](C)CO)C(=O)c2cc(NS(=O)(=O)c3cn(C)cn3)ccc2O[C@@H]1CN(C)Cc1ccc2c(c1)OCO2,-9,1,4,0,·,-8,0,-3[16.7 µM]
COC(=O)c1ccsc1NC(=O)CN1CCN(c2ncccn2)CC1,5,1,8,0,·,-3,2,-2
O=C(O/N=C1\CCCCC1c1ccc([N+](=O)[O-])cc1[N+](=O)[O-])c1c(F)cccc1F (configuration not stated),17,1,-2,-4,·,·,·,-13
COc1ccccc1Nc1nc(NCc2ccco2)c2ccccc2n1,0,-6,1,2,0.0,13,-9,3
O=C(NCc1ccco1)c1csc2c1CCCCC2,-1,1,-2,7,·,-14,-3,·
COCC(=O)Nc1ccc2c(c1)C(=O)N(C)C[C@H](OC)[C@@H](C)CN(C(=O)CC1CC1)[C@@H](C)CO2,3,1,-5,3,-0.2,5,1,22[16.7 µM]
CC(=O)N1CC[C@@H]2[C@H]1c1cc(-c3ccc(F)cc3)ccc1N[C@@H]2CO,6,8,4,4,0.4,-7,3,-5[16.7 µM]

# Not a retest: four of the compounds above.
SMILES,PGC1a acetyl inh,Cneo AK release,PglD inh,RAD54 inh,E-selectin induc,RAD52 inh,ERAP1 HTS inh,miR-122 sensor
O=C(Cc1ccccc1)NCC(=O)Nc1cc(Cl)ccc1Cl,2,1,-2,0,24,-17,-3,2
O=S(=O)(N[C@H]1CC[C@@H](CCn2cc(-c3cccnc3)nn2)O[C@H]1CO)c1ccc(F)cc1,0,0,0,2,1.4,-1,0,·
Cc1[nH]c(C)c(S(=O)(=O)Nc2cccc(Cl)c2C)c1C(=O)N1CCCC1,0,1,3,-5,·,-3,3,51
O=C(CN1CCN(c2ccc(Cl)cc2)CC1)Nc1ccc(F)cc1,-22,-1,-2,-1,·,·,·,8

# Remaining list, next part.
SMILES,PGC1a acetyl inh,Cneo AK release,PglD inh,RAD54 inh,E-selectin induc,RAD52 inh,ERAP1 HTS inh,miR-122 sensor
CC1CC(C)CN(CCCNC(=O)C2CCN(S(=O)(=O)N3CCCCC3)CC2)C1 (configuration not stated),-10,1,-8,1,·,-3,6,6
O=C([C@@H]1[C@@H](CO)[C@@H]2Cn3c(ccc(C4=CCCCC4)c3=O)[C@@H]2N1Cc1nccs1)N1CCOCC1,·,4,0,3,0.1,-16,3,5[16.7 µM]
CC1=NN(c2ccc(C(=O)O)cc2)C(=O)/C1=C/c1ccc(-c2ccccc2F)o1,8,3,3,-9,·,-11,5,-1
Cc1ccc(C(=O)/C=C/c2ccc(Br)cc2)o1,-5,3,4,1,·,·,·,-7
O=C(COC(=O)CCc1ccc(S(=O)(=O)N2CCOCC2)cc1)NCc1ccccc1,4,12,4,6,·,-13,0,-1
CCOc1ccc(S(=O)(=O)N2CCN(C(=O)c3cc(-c4ccccc4)nn3-c3ccccc3)CC2)cc1,·,5,-2,10,·,-21,2,-3
O=C(CN1CCN(S(=O)(=O)c2ccc(Cl)cc2)CC1)c1ccc(O)c(O)c1,·,1,-2,3,·,·,·,-3
CC(C)c1ccc(C(=O)NNC(=O)c2n[nH]c(=O)c3ccccc23)cc1,4,-1,-7,-2,·,-11,2,-6
O=C(Nc1ccc(S(=O)(=O)N2CCOCC2)cc1)c1ccc(Cl)cc1,5,-2,-4,11,-0.2,-44,·,21
Cc1ccc2c(CC(=O)OC3CCOC3=O)coc2c1 (configuration not stated),3,-5,5,2,·,·,·,-4
COCC(=O)Nc1ccc2c(c1)OC[C@@H](C)N(C(=O)C1CCCC1)C[C@H](C)[C@H](OC)CN(C)C2=O,7,-5,1,-3,-0.3,·,·,-6[16.7 µM]
Cc1ccc(NC(=O)c2ncn(CCCN3CCN(Cc4cccc5ccccc45)CC3)n2)cc1C,-17,10,6,8,2.0,3,1,-16
